Screening data (PubChem)
miR-122 sensor = miR-122 Renilla sensor signal increase in Huh7, primary screen, miR-122 inhibitor project, cell-based, single point, plate reader; Huh7 miR-122 Renilla luciferase sensor, 48 h; neutral wells = 0, positive control = 100; activation (reporter increase), % at 12.5 µM; 340,000 tested, 0.3% active; AID 602342, 2012;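 active means mean replicate activation score at least 90 and every replicate individually at or above 90; inconclusive means only one of the two criteria met; inactive means neither criterion met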;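 further: higher luciferase means less miR-122 activity so hits act as miR-122 inhibitors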
FN deposit inh = inhibitors of fibronectin matrix deposition, primary screen, AH1F cells, Alexa488-fibronectin fluorescence, plate reader. AH1F fibroblasts, overnight. inhibition, % at 12.6 µM. 350,000 tested, 0.086% active. AID 743247, 2014;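 active means mean inhibition across replicates of 30% or more, regardless of how many single replicates reach that level; inconclusive means mean under 30% yet at least half of replicates reach 30%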;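 further: positive control wells lacked labelled fibronectin entirely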
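Assay system: AH1F fibroblasts assembling fluorescent fibronectin matrix; Amount: 10000 AH1F cells per well; Buffer or medium: DMEM, 2% serum; Probe or stimulus: Alexa488-fibronectin, 24 nM final in well; Doses: single compound dose, delivered by pin transfer; Incubation: 1 h adhesion, overnight exposure; Measured by: fluorescence 485/525 nm; Read-out: fibronectin deposition inhibition.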
LGR2 inh = inhibitors of bursicon-induced LGR2 CRE-luciferase signal, primary screen, cell-based, HEK293, CRE-luciferase reporter, bursicon stimulation; Drosophila bursicon receptor LGR2 (rickets); bursicon-stimulated, 4 h; inhibition, % at 9.99 µM; 380,000 tested, 0.35% active;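 active means drop in luminescence signal, shown as inhibition above about 50% in the replicate tests, limit read from the data, passing the limit was not always enough; inconclusive means probably only some replicates passing the limit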;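 further: agonist challenge used bursicon conditioned medium at about half maximal strength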
PGC1a acetyl inh = inhibitors of PGC1a acetylation signal, primary screen, cell-based, U2OS, AlphaScreen, inhibitor mode | AlphaScreen anti-acetyl-lysine; with virally co-expressed GCN5 acetyltransferase | inhibition, % at 15.6 µM | AID 651687, 2012 | 350,000 tested, 0.17% active;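 active means every replicate shows inhibition of at least 40%; inconclusive means mean inhibition at least 40% but some replicate below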;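 further: 0% = neutral control wells and 100% = positive control wells; some results beyond the cut were filed as inactive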
EWS-Fli block = EWS/Fli-driven NR0B1 reporter inhibitors, primary screen, A673 cells, NR0B1 luciferase, luminescence, MLPCN library | inhibition, % at 12.6 µM | 350,000 tested, 0.67% active | viability-normalised;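 active means mean inhibition of at least 50% after viability correction, with every replicate also passing that limit; inconclusive means mean reaches 50% but only one of two replicates passes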;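 further: firefly luciferase signal divided by Alamar Blue viability fluorescence both relative to DMSO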
PAX8 reporter = inhibitors of PAX8-driven TPO luciferase reporter, primary screen, RMG-I cells, single concentration | 360,000 tested, 1.2% active | SteadyGlo, 24 h | AID 652154, 2013 | inhibition, % at 12.6 µM;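 active means mean replicate inhibition at least 60% with every replicate also reaching 60%; inconclusive means only one of the two criteria is met; inactive means mean below 60% and not all replicates reaching 60%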;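 further: luciferase light reporting Pax8 driven TPO promoter activity; plate controls were median of neutral control wells for no effect and mitoxantrone controls for full effect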
CASP6 VEID inh = human caspase-6 inhibitors, primary screen, biochemical, VEID-R110 fluorescence, single point, set 2; purified caspase-6, Z-VEID-R110 cleavage fluorescence; inhibition, % at 12.5 µM; P55212; AID 686996, 2013; 350,000 tested, 0.53% active;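 active means mean inhibition across replicates at least about 35%, with every replicate also reaching that limit, limit read from the data; inconclusive means only one of the two criteria met; inactive means neither criterion met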;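 further: 0% = median of neutral control wells and 100% = no fluorescence left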
Target sequence (P55212 24-179 limits assumed): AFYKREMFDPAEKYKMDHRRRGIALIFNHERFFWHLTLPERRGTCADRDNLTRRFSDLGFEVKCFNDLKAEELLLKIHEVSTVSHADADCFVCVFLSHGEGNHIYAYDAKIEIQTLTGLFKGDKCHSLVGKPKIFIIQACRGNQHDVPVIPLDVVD
Target sequence (P55212 194-293 limits assumed): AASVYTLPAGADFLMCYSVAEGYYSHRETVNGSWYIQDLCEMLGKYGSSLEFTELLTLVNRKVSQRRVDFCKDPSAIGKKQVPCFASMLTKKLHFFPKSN
Cneo AK release = Cryptococcus neoformans cell lysis inducers, primary screen, AK release luminescence, single concentration. C. neoformans lysis, adenylate kinase release luminescence, 4 h; normalised: neutral wells 0, clomiphene wells 100. 360,000 tested, 0.2% active. lysis activity, % at 15 µM;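 active means mean lysis activity across replicates of at least 80%, whatever share of replicates individually reach that level; inactive means mean lysis activity below 80%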
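Assay system: C. neoformans cells. Amount: yeast cell density of 5 × 10^6 cells/mL. Technique: AK luminescence. Buffer or medium: YPD. Times: static 4 h at 37 °C with compound, 1 h detection. Dosing: single-point compound dose. Read-out: lysis from increased AK signal.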
The depositor's hits bear a star; u = inconclusive; x = not tested or not shown; & = joins results of further samples; [ ] = another dose, or the depositor's remark.

SMILES	miR-122 sensor	FN deposit inh	LGR2 inh	PGC1a acetyl inh	EWS-Fli block	PAX8 reporter	CASP6 VEID inh	Cneo AK release
Cn1cnc2c1c(=O)n(Cc1ccccc1)c(=O)n2C	-3	2	x	11	0	-4	0	2
CO[C@H](CN(C)S(=O)(=O)c1ccc(C)cc1)[C@H](C)CN(C(=O)Nc1ccccc1F)[C@H](C)CO	x	-9	8	-3	-9	x	1	0
CCCCNC(=O)C1(C)CCN1C(=O)c1cc(-c2cccs2)oc1C (configuration not stated)	-2	x	u	3	21	35	1	0
N/C(=N\OC(=O)CCn1cccc(C(F)(F)F)c1=O)c1ccc(Cl)cc1	-7	1	6	0	11	2	-1	2
CC(C)CN(C(=O)c1cc(Cl)nc2ccccc12)C1CCS(=O)(=O)C1 (configuration not stated)	5	-4	2	x	-4	11	0	-1
Cc1nc(-c2ccc(F)cc2)c(CC(=O)NCC(=O)Nc2ccc(F)c(F)c2)s1	11	-2	29	2	4	12	-3	4
O=C(NCCNc1ccc([N+](=O)[O-])cc1C(F)(F)F)c1ccc(F)cc1	x	7	2	x	10	37	-1	x
Cc1nnc(SCC(=O)NCc2cccs2)n1-c1ccccc1	2	-3	x	11	x	-2	x	-3
CC1(C)O[C@@H]2[C@H](O1)[C@@H](CO)O[C@H]2n1ccc(=O)[nH]c1=O	-3	15	6	x	-3	-8	4	-1
COc1ccc(-c2csc(NC(=O)C3CCN(c4ncnc5sc(C)c(C)c45)CC3)n2)cc1OC	-21	-1	10	16	34	26	2	-2
COc1ccccc1CNc1nc2nc(C)cc(=O)n2[nH]1	-1	x	-2	5	x	x	x	2
Brc1ccccc1Cn1cnc2ccccc21	0	-5	4	2	6	4	-2	3
CCC(CC)C(C(=O)NCc1ccccc1)N1CCN(CCN2CCOCC2)CC1 (configuration not stated)	x	9	-12	x	-3	-17	-8	x
COc1ccc(S(=O)(=O)N(C)C[C@@H]2OCCCC[C@H](C)Oc3ccc(NS(=O)(=O)c4cccs4)cc3C(=O)N([C@H](C)CO)C[C@H]2C)cc1	4[16.7 µM]	x	13	3	-1	13	0	-1
Cc1cc(-c2ccccc2)c2c(=O)n(-c3ccccc3)[nH]c2n1	0	-3	-7	7	8	1	2	5
COc1ccc(C(=O)N2CCN(c3ccc(F)cc3)CC2)cc1S(=O)(=O)NC1CC1	31	2	-2	-5	-36	-55	-13	-4
O=C(CCc1nc2ccccc2c(=O)[nH]1)Nc1ccccc1N1CCCC1	-2	x	-15	5	-14	-9	-1	0
O=C1NC(=O)C2(CCCC2C(=O)O)N1 (configuration not stated)	x	-11	6	2	2	26	-2	2
CN(CC(=O)Nc1cccc(F)c1)C(=O)Cn1c(=O)oc2ccccc21	8	-5	3	0	3	14	7	-1
C[C@H]1CN([C@@H](C)CO)C(=O)c2cc(-c3cccnc3)cnc2O[C@@H]1CN(C)C(=O)Nc1ccccc1	-14[16.7 µM]	x	-4	5	-12	-14	x	x
COc1ccc2oc(C(=O)OCC(=O)NCCN3C(=O)CSC3=O)c(C)c2c1	x	4	2	x	1	33	4	x
CCCCCCNC(=O)c1c(O)c2ccccc2[nH]c1=O	-6	0	x	x	x	-18	x	-2
Cc1cccc(C)c1N1CC(=O)N(c2c(C)cccc2C)CC1=O	-8	2	x	4	x	4	x	4
CCn1cc(C(=O)O)c(=O)c2cnc(N3CCN(C(=S)Nc4ccccc4Cl)CC3)nc21	15	0	17	-6	6	39	0	0
O=S(=O)(c1ccccc1Cl)N1CCC(O)(c2ccc3c(c2)OCO3)CC1	x	x	1	1	-38	x	0	0
CCC1C(=O)NCCN1C(=O)CCc1nnc(CCc2ccc(OC)cc2)o1 (configuration not stated)	5	14	19	-4	-7	-8	-3	-1
O=C1CN(C(=O)COc2ccccc2)c2ccccc2N1	1	x	27	-8	2	4	-6	0
CC(C)C1Nc2ccc(S(=O)(=O)N3CCOCC3)cc2NC1=O (configuration not stated)	-5	3	-5	-2	7	-7	2	5
CO[C@H](CN(C)S(=O)(=O)c1cccc(Cl)c1)[C@H](C)CN([C@H](C)CO)S(=O)(=O)c1ccc(Cl)cc1	x	-3	4	-11	11	18	1	-1
CN(C)c1cc[n+](CC(=O)Nc2ccc([N+](=O)[O-])cc2Cl)cc1	-1	1	x	-1	x	x	x	7
CC(C)(C)OC(=O)N1CCC(c2c(C(=O)N3CCN(C(=O)c4ccco4)CC3)cnn2-c2ccc(F)cc2F)CC1	-8	1	9	-12	x	-10	1	-3
COc1ccc(/C(C#N)=C/c2cccnc2)cc1	-4	-2	-34	x	-46	-65	2	-12
Cn1c(Cc2cccs2)nnc1SCc1nc2ccccc2[nH]1	4	x	4	0	x	x	x	-1
C[C@H]1CCCCO[C@H](CN(C)Cc2ccccc2)[C@@H](C)CN([C@@H](C)CO)C(=O)c2cc(NS(C)(=O)=O)ccc2O1	11[16.7 µM]	x	-10	3	0	-7	0	-6
CCOc1cc(/C=C/C(=O)OCC(=O)NCCN2C(=O)CSC2=O)ccc1OCC(C)C	0	-2	8	5	0	31	2	-1
Cn1c(=O)oc2cc(S(=O)(=O)CCC(=O)N3CCN(c4ccccc4)CC3)ccc21	-7	-1	-9	-5	0	0	4	5
CO[C@@H]1CN(C)C(=O)c2ccc(NS(C)(=O)=O)cc2OC[C@@H](C)NC[C@@H]1C	-2[16.7 µM]	-3	-14	15	0	x	0	-1
O=C1OCCC1Sc1nnc(-c2cccnc2)n1-c1ccccc1F (configuration not stated)	-5	1	12	-4	-6	16	-1	x
Cc1ccc(CN2C(=O)[C@H]3Cc4c([nH]c5ccccc45)C(C)(C)N3C2=O)cc1	x	8	11	x	14	-2	2	-1
Cc1cc(C)cc(OCc2ccc(C(=O)NC3CCOC3=O)o2)c1 (configuration not stated)	x	4	-9	x	-7	10	1	x
COc1ccc(C(=O)COC(=O)c2ccc3c(c2)OCO3)c(OC)c1	-2	-8	-31	0	-9	-50	0	0
Cc1ccc(S(=O)(=O)/N=C(/c2ccc(F)cc2)N2CCCCC2)cc1	13	3	-1	x	-8	16	2	2
CC1CCN(C(=O)Cn2cc(S(=O)(=O)CC(=O)N3CCOCC3)c3ccccc32)CC1	-6	7	24	-1	11	0	-1	0
CCC(C(=O)NCC1CCCO1)N(C(=O)CNS(=O)(=O)c1ccccc1)c1ccc(F)cc1 (configuration not stated)	x	-2	9	x	2	-27	0	1
COc1ccc(CNC(=O)C2CCN(S(=O)(=O)N3CCC4(CC3)OCCO4)CC2)c(OC)c1	x	0	3	x	-3	12	0	2
CCOC(=O)[C@]12CCCC=C1N(CCc1ccc(OC)c(OC)c1)C(=O)[C@H](CC(=O)N1CCN(C(=O)C3CC3)CC1)C2	x	3	-6	x	-7	-12	2	x
O=C(O)c1cn(Cc2ccccc2)c2ccccc2c1=O	-5	-5	21	-12	x	x	x	-3
NC(N)=N/N=C/c1cccc([N+](=O)[O-])c1O	x	-19	12	x	0	17	-2	x
COc1ccc(-c2nc3ccc(C)cn3c2Cc2ccsc2)cc1OC	-2	6	-16	10	4	-22	6	2
COC(=O)C(C(=O)OC)=C(/C=C/N(C)C)N(C)C	-24	-7	x	-1	x	x	x	-1
O=C1c2cc(F)ccc2-n2c1nc1ccccc1c2=O	x	-4	14	x	39	18	10	x
CCOc1ccc(C2c3[nH]c4ccccc4c3C[C@H]3C(=O)N(C4CCN(Cc5ccccc5)CC4)CC(=O)N23)cc1OC (some centres not stated)	x	1	20	x	0	-32	1	0
C=CCOC(=O)/C(=C/c1cccnc1)NC(=O)c1ccccc1	x	-5	2	10	3	8	0	x
CCCNC(=O)[C@H]1[C@H](CO)[C@H]2Cn3c(cccc3=O)[C@@H]1N2CCC(F)(F)F	x	1	-8	x	10	x	1	56
CCOC(=O)N1CCC(N2C(=O)c3ccccc3C2Nc2ccc(Cl)cn2)CC1 (configuration not stated)	-4	7	11	-5	1	2	9	1
CN1OC[C@@H]2CN[C@H](c3cccc(Oc4ccccc4)c3)C[C@@H]21	-5	x	2	5	-9	17	-2	0
CC(=O)Nc1ccc(NC(=O)C2CCN(C(=O)C3CC(=O)N(c4ccc(C)cc4)C3)CC2)cc1 (configuration not stated)	-9	-10	-4	6	-11	0	3	5
O=C1CNC[C@H]2[C@H](c3ccc(C#CC4CCCC4)cc3)[C@@H](CO)N12	x	2	-12	-2	-8	-20	2	x
O=S(=O)(c1ccc(Cl)cc1)c1cnc2ccccc2n1	-4	-6	30	-42	6	15	0	-4
C/C=C/c1ccc([C@H]2[C@@H](CO)N(S(C)(=O)=O)C23CN(C(=O)CC)C3)cc1	x	x	-11	10	1	2	-1	x

Ordered by the number under CASP6 VEID inh (descending): 4 of the compounds above
| Structure | miR-122 sensor | LGR2 inh | PGC1a acetyl inh | CASP6 VEID inh |
| --- | --- | --- | --- | --- |
| Cn1c(=O)oc2cc(S(=O)(=O)CCC(=O)N3CCN(c4ccccc4)CC3)ccc21 | -7 | -9 | -5 | 4 |
| CC(C)(C)OC(=O)N1CCC(c2c(C(=O)N3CCN(C(=O)c4ccco4)CC3)cnn2-c2ccc(F)cc2F)CC1 | -8 | 9 | -12 | 1 |
| CCn1cc(C(=O)O)c(=O)c2cnc(N3CCN(C(=S)Nc4ccccc4Cl)CC3)nc21 | 15 | 17 | -6 | 0 |
| CCC(CC)C(C(=O)NCc1ccccc1)N1CCN(CCN2CCOCC2)CC1 (configuration not stated) | x | -12 | x | -8 |

The listing continues.
SMILES	miR-122 sensor	FN deposit inh	LGR2 inh	PGC1a acetyl inh	EWS-Fli block	PAX8 reporter	CASP6 VEID inh	Cneo AK release
C[C@H]1CN([C@@H](C)CO)C(=O)Cc2cc(NC(=O)CCCCCC(=O)Nc3ccccc3N)ccc2O[C@@H]1CN(C)C(=O)NC1CCCCC1	1[16.7 µM]	-2	-15	12	-16	x	-1	0
Cc1cccc(NC(=O)C2CCCN(S(=O)(=O)c3c(C)nn(C)c3C)C2)c1 (configuration not stated)	x	-3	11	-5	9	7	1	-1
COc1ccc(S(=O)(=O)N2CCOCC2)cc1NC(=O)Cc1ccc(F)cc1	0	7	11	-2	7	-2	-3	0
COc1ccc(-c2nnc(SCC3CCCO3)n2C)cc1 (configuration not stated)	-1	-6	7	4	-17	-14	5	x
C[C@@H]1CN([C@@H](C)CO)C(=O)CCCn2cc(nn2)CO[C@H]1CN(C)C(=O)C1CC1	5&1[16.7 µM]	-5&3	-13&0	4&2	2&2&2	-7&6&-10	-2&5	-4
CC(=O)n1cc([C@H]2C=C(C(=O)NCc3ccccc3)O[C@@H](OCc3ccc(CO)cc3)C2)c2ccccc21	1	-11	10	-1	15	18	2	-1
COc1ccc([N+](=O)[O-])cc1/C=N/Nc1nn[nH]n1	x	10	-4	3	-4	-6	-4	x
O=C1CCNc2c(Cl)cc(Cl)cc21	-3	0	-3	11	7	-7	3	3
